OX1R antag-1 – blocks the human orexin 1 receptor | O43613 | CHO/OX1R cells, Fluo-8 calcium fluorescence, orexin A | inhibition, % at 5 µM | 0.43% of 330,000 active | AID 434989;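 active = inhibition above its plate's threshold, mean inhibition of all tested compounds on the plate plus 3 SD, cut at about 37% in these data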;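 note: 0% = orexin A challenge wells and 100% = SB-334867-A antagonist wells; not every result past the cut was called active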
Target sequence (O43613 whole entry, looked up): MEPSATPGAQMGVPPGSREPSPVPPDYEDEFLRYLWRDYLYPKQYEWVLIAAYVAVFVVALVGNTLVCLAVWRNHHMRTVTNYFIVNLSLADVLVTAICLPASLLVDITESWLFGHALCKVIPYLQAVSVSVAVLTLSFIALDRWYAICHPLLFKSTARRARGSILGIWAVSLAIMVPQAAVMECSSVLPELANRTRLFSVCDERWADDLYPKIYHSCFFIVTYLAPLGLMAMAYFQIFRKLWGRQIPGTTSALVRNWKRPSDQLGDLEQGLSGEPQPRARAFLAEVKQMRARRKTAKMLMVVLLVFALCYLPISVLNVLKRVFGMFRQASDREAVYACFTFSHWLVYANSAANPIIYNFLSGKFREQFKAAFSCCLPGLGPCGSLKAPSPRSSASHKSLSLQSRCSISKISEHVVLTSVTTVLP
OX1R antag-2 – antagonists of human orexin 1 receptor (OX1R) | OX1R-expressing cells, FRET antagonist read-out | AID 485270 | inhibition, % at 6.6 µM | 1.8% of 330,000 active; in the data active = inhibition mostly above about 38%, no sharp cut-off; inactive = mostly below about 40%;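 note: 0% = agonist challenge alone and 100% = reference antagonist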
Numbers without * were called inactive.

How did COC(=O)CN1C(=O)S/C(=C/c2cc(C)n(C)c2C)C1=O do in these assays?
OX1R antag-1: -28; OX1R antag-2: 26

Results for CCOC(=O)C1=C(CC)Nc2ccccc2N=C1NC(=O)c1cc(S(=O)(=O)N2CCOCC2)ccc1C ?
OX1R antag-1: -25; OX1R antag-2: 4

What do the screens show for `CC(CN1CCCCC1)OC(=O)c1ccccc1F` (centres undefined)?
OX1R antag-1: 4; OX1R antag-2: 9

Results for COc1ccc(NC(=O)c2ccc(-c3ccccc3Cl)o2)cc1 ?
OX1R antag-1: -30; OX1R antag-2: 25

What do the screens show for `CCCCCn1c(CN2CCCCC2C)nc2c1c(=O)n(C)c(=O)n2C` (centres undefined)?
OX1R antag-1: -24; OX1R antag-2: 5

Results for Cc1onc(-c2ccccc2Cl)c1C(=O)N1CCCCC1C(=O)O (centres undefined) ?
OX1R antag-1: 1; OX1R antag-2: 1

What do the screens show for `CCN1/C(=C2\C(=O)N(c3ccccc3)N=C2C)C=Cc2cc(C)ccc21`?
OX1R antag-1: -25; OX1R antag-2: 44

How did Cc1cc(C)n(CC(=O)N2c3ccccc3Sc3ccccc32)n1 do in these assays?
OX1R antag-1: 4; OX1R antag-2: 20

How did C=CCN1CC(c2nc3ccccc3n2CCOc2ccccc2)CC1=O (centres undefined) do in these assays?
OX1R antag-1: -7; OX1R antag-2: 27

What do the screens show for `CCc1ccccc1NC(=O)C1CCCC1`?
OX1R antag-1: -12; OX1R antag-2: 5

What do the screens show for `CCCCN=C1SC(C(=O)Nc2sc3c(c2C(=O)OC)CCC3)C(N)=C1C(=O)N1CCOCC1` (centres undefined)?
OX1R antag-1: -27; OX1R antag-2: 5

Results for CCCOc1nc2c(c(=O)n(C)c(=O)n2C)n1CCC ?
OX1R antag-1: 0; OX1R antag-2: 10

How did CC(C)CC1NC(=O)N(CC(=O)Nc2ccccc2-c2ccccc2)C1=O (centres undefined) do in these assays?
OX1R antag-1: -10; OX1R antag-2: 5

How did COc1ccc(C2Nc3ccccc3C(=O)N2NS(=O)(=O)c2ccccc2)cc1 (centres undefined) do in these assays?
OX1R antag-1: -21; OX1R antag-2: 17

Results for O=C(Nc1ccc(Cl)cc1)N1CCOC12CCC1(CC2)OCCO1 ?
OX1R antag-1: -6; OX1R antag-2: 16

Molecules listed so far with an aryl methoxy group, in the order listed:
Results for COc1ccc(NC(=O)c2ccc(-c3ccccc3Cl)o2)cc1 ?
OX1R antag-1: -30; OX1R antag-2: 25

How did COc1ccc(C2Nc3ccccc3C(=O)N2NS(=O)(=O)c2ccccc2)cc1 (centres undefined) do in these assays?
OX1R antag-1: -21; OX1R antag-2: 17

Filtered by structure: the compounds so far with a Cl atom.
Results for COc1ccc(NC(=O)c2ccc(-c3ccccc3Cl)o2)cc1 ?
OX1R antag-1: -30; OX1R antag-2: 25

Results for Cc1onc(-c2ccccc2Cl)c1C(=O)N1CCCCC1C(=O)O (centres undefined) ?
OX1R antag-1: 1; OX1R antag-2: 1

Results for O=C(Nc1ccc(Cl)cc1)N1CCOC12CCC1(CC2)OCCO1 ?
OX1R antag-1: -6; OX1R antag-2: 16

2 records drawn at random from the list so far, as already listed:
How did CC(C)CC1NC(=O)N(CC(=O)Nc2ccccc2-c2ccccc2)C1=O (centres undefined) do in these assays?
OX1R antag-1: -10; OX1R antag-2: 5

How did C=CCN1CC(c2nc3ccccc3n2CCOc2ccccc2)CC1=O (centres undefined) do in these assays?
OX1R antag-1: -7; OX1R antag-2: 27

(further entries)
How did CC(=O)Nc1ccc(N2C(=O)CSC2c2ccccc2)cc1 (centres undefined) do in these assays?
OX1R antag-1: 4; OX1R antag-2: -2

How did O=C(CN1C(=O)NC2(CCCCC2)C1=O)N1CCN(S(=O)(=O)c2ccc(F)cc2)CC1 do in these assays?
OX1R antag-1: -22; OX1R antag-2: 7

Results for CC(=O)N1N=C(c2cccc(Cl)c2)OC1c1cccc([N+](=O)[O-])c1 (centres undefined) ?
OX1R antag-1: -2; OX1R antag-2: 4

Results for CN(C)CCNC(=O)c1c(NC(=O)c2ccccc2)sc2c1CCCC2 ?
OX1R antag-1: -20; OX1R antag-2: 13

What do the screens show for `CC(=O)NC(Cc1cc(C)ccc1C)C(=O)N1CCN(C(=O)c2ccccc2Br)CC1` (centres undefined)?
OX1R antag-1: -13; OX1R antag-2: 11

How did O=C(CCCN1C(=O)c2ccccc2C1=O)NCCN1C(=O)S/C(=C\c2cccs2)C1=O do in these assays?
OX1R antag-1: -20; OX1R antag-2: 66*

What do the screens show for `O=C(Nc1ccccc1Cl)c1cc(S(=O)(=O)N2CCCC(C(=O)O)C2)ccc1F` (centres undefined)?
OX1R antag-1: 8; OX1R antag-2: 9

How did Cc1ccc(S(=O)(=O)Nc2ccccc2C(=O)N2CCCCC2)cc1 do in these assays?
OX1R antag-1: -29; OX1R antag-2: 11

What do the screens show for `O=C(CN(C(=O)CCC(=O)Nc1nccs1)c1cccc(F)c1)NCc1ccc(F)cc1`?
OX1R antag-1: -16; OX1R antag-2: 12

How did CCCNC(=O)Cn1nc(C(F)(F)F)c2c1CCCC2 do in these assays?
OX1R antag-1: -17; OX1R antag-2: 23

Results for CCOc1cc(/C=N/NC(=O)c2cccc(S(=O)(=O)N3CCCC3)c2)ccc1OCC(=O)N(C)C ?
OX1R antag-1: -21; OX1R antag-2: 15

Results for Cc1c(NC(=O)c2ccc(S(=O)(=O)N3CCOCC3)cc2)c(=O)n(-c2ccccc2)n1C ?
OX1R antag-1: 6; OX1R antag-2: 3

How did C[C@H](CO)N1C[C@H](C)[C@H](CN(C)Cc2ccncc2)Oc2ccc(NC(=O)Nc3ccc(C(F)(F)F)cc3)cc2CC1=O do in these assays?
OX1R antag-1: -21; OX1R antag-2: 15

Results for O=S1(=O)[C@H]2C[C@@H]3C=C[C@]2(CN1Cc1ccc(C(F)(F)F)cc1)O3 ?
OX1R antag-1: -7; OX1R antag-2: 7

What do the screens show for `CCN(CC)c1ccc(C2C(C(C)=O)C(=O)CC(C)(O)C2C(C)=O)cc1` (centres undefined)?
OX1R antag-1: -12; OX1R antag-2: 14

Results for COc1cc(CNCc2ccccn2)ccc1OCc1cccc(Cl)c1 ?
OX1R antag-1: -31; OX1R antag-2: 8

How did CC(C)CN(c1ccccc1)S(=O)(=O)c1nnc(NC(=O)C(C)C)s1 do in these assays?
OX1R antag-1: -20; OX1R antag-2: 5

How did COc1ccccc1NC(=O)Nc1ccnn1Cc1cccs1 do in these assays?
OX1R antag-1: -18; OX1R antag-2: 20

Results for CC(=O)c1ccc(S(=O)(=O)N2CCN(C)CC2)cc1 ?
OX1R antag-1: -9; OX1R antag-2: 2

Results for Cc1ccc(C)c(-n2nnnc2SCC(=O)Nc2c(C)n(C)n(-c3ccccc3)c2=O)c1 ?
OX1R antag-1: -2; OX1R antag-2: 5

Results for CCOC(=O)c1cnn(-c2cc(C(C)(C)C)nc3c(-c4ccccc4)c(C)nn23)c1N ?
OX1R antag-1: -18; OX1R antag-2: -1

Results for Cc1ccc(SCCNC(=O)c2ccc(C)c([N+](=O)[O-])c2)cc1 ?
OX1R antag-1: -20; OX1R antag-2: 22

How did CN(CCOc1ccccc1)CCOc1ccccc1 do in these assays?
OX1R antag-1: -23; OX1R antag-2: 7

What do the screens show for `Cc1cc(NC(=O)CSc2nnc(CNC(=O)c3cccc(C(F)(F)F)c3)o2)no1`?
OX1R antag-1: 2; OX1R antag-2: -1

How did CCn1ccc(C(=O)NC2CCCC2)n1 do in these assays?
OX1R antag-1: -3; OX1R antag-2: 0

How did Cc1nc(N2CCCCC2)sc1C(=O)c1ccc(SCCO)c([N+](=O)[O-])c1 do in these assays?
OX1R antag-1: -25; OX1R antag-2: 15

What do the screens show for `O=S1(=O)NC(=NCc2ccccc2)c2ccccc21`?
OX1R antag-1: -24; OX1R antag-2: 12

Results for COc1ccc(Nc2ccc(S(=O)(=O)N3CCCCC3)cc2[N+](=O)[O-])cc1Cl ?
OX1R antag-1: -51; OX1R antag-2: -1

What do the screens show for `Cn1c(Cc2ccccc2)nnc1SCC(=O)Nc1ccc(N2CCOCC2)cc1`?
OX1R antag-1: -9; OX1R antag-2: 5

How did O=C(c1ccco1)N1CCN(C(c2ccc(F)cc2)c2nnnn2Cc2cccs2)CC1 (centres undefined) do in these assays?
OX1R antag-1: -1; OX1R antag-2: 17

How did CCCCn1c(=O)c(CC(C)=O)nc2ccccc21 do in these assays?
OX1R antag-1: -7; OX1R antag-2: 2

What do the screens show for `CC1(C)NC(=O)N(CC(O)Cn2nnc3ccccc32)C1=O` (centres undefined)?
OX1R antag-1: -24; OX1R antag-2: -7

What do the screens show for `CCOc1cc(/C=C(\C#N)C(=O)NCc2cccnc2)ccc1O`?
OX1R antag-1: 3; OX1R antag-2: 23

What do the screens show for `CCOC(=O)Cn1cc(C=O)c2ccccc21`?
OX1R antag-1: -7; OX1R antag-2: 7

Results for CC(C)(C)N(Cc1ccccc1)C(=O)c1ccncc1 ?
OX1R antag-1: -11; OX1R antag-2: -3

What do the screens show for `O/N=C/c1ccc(OCc2ccccc2)c(Cl)c1`?
OX1R antag-1: -4; OX1R antag-2: 25

Results for Cc1ccc(S(=O)(=O)N/N=C/c2c(C)nn(-c3ccccc3)c2C)cc1 ?
OX1R antag-1: -6; OX1R antag-2: 1

What do the screens show for `CC(=O)Nc1ccc(NC(=O)C2CCC(CNS(=O)(=O)c3cccc4nsnc34)CC2)cc1` (centres undefined)?
OX1R antag-1: -7; OX1R antag-2: 44

Results for CC(C)c1ccc(NC(=O)C2CCCN(S(=O)(=O)c3cnc[nH]3)C2)cc1 (centres undefined) ?
OX1R antag-1: -4; OX1R antag-2: 6

What do the screens show for `COC(=O)c1[nH]c2cccc(Cl)c2c1NC(=O)CN(C)C1CCCCC1`?
OX1R antag-1: -22; OX1R antag-2: 8

How did CC1CCCCN1C(=O)CSc1nnc(-c2c[nH]c3ccccc23)o1 (centres undefined) do in these assays?
OX1R antag-1: -36; OX1R antag-2: 14

Results for O=C(NN=C1CCCC1)c1ccccc1[N+](=O)[O-] ?
OX1R antag-1: -6; OX1R antag-2: -4

What do the screens show for `C#CCOCCOCCOCCNc1nc(N2CCN(C(=O)CCCCCCCCCCNC(=O)Cn3cc(C[C@@H](C)O)nn3)CC2)nc(N2CCN(C(=O)CCCCCCCCCCNC(=O)[C@H](CCCCN)n3cc(C[C@@H](C)CC)nn3)CC2)n1`?
OX1R antag-1: -21; OX1R antag-2: -6

How did NC(=O)C1(N2CCCCC2)CCN(C(=S)Nc2ccccc2)CC1 do in these assays?
OX1R antag-1: 5; OX1R antag-2: 14

What do the screens show for `COc1cccc(NC(=O)CN(C)C(=O)CSc2nc(C)cc(C)n2)c1`?
OX1R antag-1: 8; OX1R antag-2: 12

Sorted by length of the SMILES (descending): three of the compounds above.
What do the screens show for `COc1cccc(NC(=O)CN(C)C(=O)CSc2nc(C)cc(C)n2)c1`?
OX1R antag-1: 8; OX1R antag-2: 12

Results for O=C(NN=C1CCCC1)c1ccccc1[N+](=O)[O-] ?
OX1R antag-1: -6; OX1R antag-2: -4

How did CCCCn1c(=O)c(CC(C)=O)nc2ccccc21 do in these assays?
OX1R antag-1: -7; OX1R antag-2: 2

Additional results follow:
Results for CCc1ccc(CNC(=O)CCn2nc(C)c3c(C)n(-c4ccccc4)nc3c2=O)cc1 ?
OX1R antag-1: -30; OX1R antag-2: 15

How did Cc1oc(-c2ccccc2Cl)nc1CN1CCCCC1c1cccnc1 (centres undefined) do in these assays?
OX1R antag-1: -20; OX1R antag-2: 31

What do the screens show for `CCCc1c(C)[nH]c2nc3ccccc3n2c1=O`?
OX1R antag-1: -16; OX1R antag-2: 4

What do the screens show for `COc1ccccc1C1c2[nH]c3ccccc3c2C[C@H]2C(=O)N(C3CCN(Cc4ccccc4)CC3)CC(=O)N12` (some centres undefined)?
OX1R antag-1: -16; OX1R antag-2: -8

Results for CCn1cc(C2=NCC(C)O2)c2ccccc21 (centres undefined) ?
OX1R antag-1: -24; OX1R antag-2: 8

Results for CCCCOC(=O)c1ccc(NC(=O)COC(=O)CSc2nc(C)cc(C)n2)cc1 ?
OX1R antag-1: -1; OX1R antag-2: 23

How did Cc1cccc(NC(=O)/C(C#N)=C\c2ccc(C(=O)O)cc2)c1 do in these assays?
OX1R antag-1: 4; OX1R antag-2: 16

Results for O=C(Nc1ccn(Cc2ccc(Cl)cc2)n1)c1ccc2c(c1)OCO2 ?
OX1R antag-1: -13; OX1R antag-2: 14

How did O=C1C2C3c4ccccc4C(c4ccccc43)C2C(=O)N1c1cccnc1 (centres undefined) do in these assays?
OX1R antag-1: -13; OX1R antag-2: 19

How did CCOC(=O)CN(C(=O)CNC(=O)c1cccs1)C(C(=O)NC1CCCC1)c1cccnc1 (centres undefined) do in these assays?
OX1R antag-1: -10; OX1R antag-2: 14

What do the screens show for `Cc1c(Cl)c([N+](=O)[O-])nn1CCCC(=O)Nc1sc2c(c1C(N)=O)CCC(C)C2` (centres undefined)?
OX1R antag-1: -7; OX1R antag-2: 2

How did COc1ccc(-n2c(=O)[nH]c3cc(C(=O)NCCc4ccc(Cl)cc4)ccc3c2=O)cc1OC do in these assays?
OX1R antag-1: -2; OX1R antag-2: 22

What do the screens show for `COC(=O)/C=C1\S/C(=N/NC(=O)c2ccccc2)NC1=O`?
OX1R antag-1: -16; OX1R antag-2: 27

What do the screens show for `CC(=O)c1ccc(OC(C)C(=O)NC2CCCCC2C)cc1` (centres undefined)?
OX1R antag-1: 7; OX1R antag-2: 8

How did CN(NC(=O)CN1C(=O)c2ccccc2C1=O)C1=NS(=O)(=O)c2ccccc21 do in these assays?
OX1R antag-1: -4; OX1R antag-2: -1

How did O=S(=O)(c1ccc2ccccc2c1)N(CC(O)COCc1ccco1)c1ccccc1 (centres undefined) do in these assays?
OX1R antag-1: -7; OX1R antag-2: 14

Results for O=C(NCCSc1ccc(Br)cc1)c1ccccc1 ?
OX1R antag-1: -31; OX1R antag-2: 16

Compound activity: PubChem, The Scripps Research Institute Molecular Screening Center
